Screening data from PubChem.
Cneo AK release = Cryptococcus neoformans lysis via adenylate kinase release; AID 651654; lysis activity, % at 15 µM; C. neoformans lysis, adenylate kinase release luminescence, 4 h; normalised: neutral wells 0, clomiphene wells 100; 360,000 compounds, 0.2% hits;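 active = mean lysis activity across replicates of at least 80%, whatever share of replicates individually reach that level; inactive = mean lysis activity below 80%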
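Assay system: Cryptococcus neoformans yeast cells / Dosing: single-point compound dose / Timing: 4 h at 37 °C static, read 1 h later / Measured by: luminescence of released adenylate kinase using an AK detection reagent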
C2C12 statin = suppressors of simvastatin-induced myotoxicity in C2C12 myotubes | ATP luminescence, 48 h; scaled: DMSO 0, geranylgeraniol control 100 | 330,000 compounds, 0.78% hits | rescue of ATP level, % at 7.49 µM;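 active = mean ATP rescue above about 67%, or every replicate alone reaching that limit, limit read from the data, passing the limit was not always enough; inconclusive = no clear call, values can overlap the other calls; inactive = mean under the limit and some replicate under it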;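 note: myotubes were challenged with 10 µM simvastatin during compound exposure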
SIRT5 inh = sirtuin-5 (human) deacylase inhibition; 330,000 compounds, 1.1% hits; inhibition, % at 15 µM; Purified SirT5, succinyl-peptide AMC, trypsin-coupled fluorescence; AID 652115; in the data active = inhibition above about 15%; inconclusive = no clear call, values can overlap the other calls
Target sequence (Q9NXA8 whole entry, looked up): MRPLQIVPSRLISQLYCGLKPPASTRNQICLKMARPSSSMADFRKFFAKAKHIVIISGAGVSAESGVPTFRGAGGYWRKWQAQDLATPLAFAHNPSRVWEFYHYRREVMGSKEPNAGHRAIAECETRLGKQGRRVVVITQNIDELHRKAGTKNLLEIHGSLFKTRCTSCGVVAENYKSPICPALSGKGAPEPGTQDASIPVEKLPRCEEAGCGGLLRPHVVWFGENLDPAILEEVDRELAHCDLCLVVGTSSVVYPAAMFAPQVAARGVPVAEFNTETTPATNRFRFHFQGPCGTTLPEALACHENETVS
ERp5 inh = inhibitors of human ERp5. Q15084. inhibition, % at 9.99 µM. 350,000 compounds, 0.05% hits. ERp5 insulin aggregation, absorbance 650 nm, 90 min;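 active = mean replicate inhibition above about 25%, with every replicate also reaching it, limit read from the data, passing the limit was not always enough; inconclusive = only one of those two criteria met; inactive = neither criterion met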
Target sequence (Q15084 whole entry, looked up): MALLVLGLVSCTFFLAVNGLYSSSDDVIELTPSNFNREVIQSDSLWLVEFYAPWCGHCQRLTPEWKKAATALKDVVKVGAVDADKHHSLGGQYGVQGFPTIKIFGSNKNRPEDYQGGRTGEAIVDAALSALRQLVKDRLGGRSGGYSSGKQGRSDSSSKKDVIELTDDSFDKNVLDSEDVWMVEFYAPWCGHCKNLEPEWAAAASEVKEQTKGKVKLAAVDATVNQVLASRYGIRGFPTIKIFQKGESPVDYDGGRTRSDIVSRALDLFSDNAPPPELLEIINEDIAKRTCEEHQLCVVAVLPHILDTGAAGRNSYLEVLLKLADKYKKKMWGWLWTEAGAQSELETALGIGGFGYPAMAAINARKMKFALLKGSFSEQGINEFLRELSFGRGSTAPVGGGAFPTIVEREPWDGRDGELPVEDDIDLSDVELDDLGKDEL
miR-122 sensor = inhibitors of miR-122 in Huh7 cells; Huh7 miR-122 Renilla luciferase sensor, 48 h; neutral wells = 0, positive control = 100; activation (reporter increase), % at 12.5 µM; 340,000 compounds, 0.3% hits;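 active = mean replicate activation score at least 90 and every replicate individually at or above 90; inconclusive = only one of the two criteria met; inactive = neither criterion met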;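 note: higher luciferase means less miR-122 activity so hits act as miR-122 inhibitors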
ARNT-TACC3 inh = disruptors of human ARNT/TACC3 interaction | 390,000 compounds, 0.66% hits | inhibition, % at 9.99 µM | Q9Y6A5 | AlphaScreen His-ARNT PAS-B/GST-TACC3 binding, luminescence; TACC3 fragment carries E629A point mutation;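 active = mean inhibition of replicates at least 50% and at least half of replicates each reaching 50%; inconclusive = half or more replicates reach 50% but mean below 50%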;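 note: 0% = complete ARNT plus TACC3 wells and 100% = ARNT alone without TACC3; many hits fall short of the cut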
esBAF inh = SWI/SNF esBAF complex inhibition; mouse ES cells, Bmi1-luciferase knock-in reporter, 24 h; 100% = twice the neutral-well signal; reporter increase, % at 12.5 µM; 350,000 compounds, 2% hits; in the data active = activation above about 40%; inconclusive = no clear call, values can overlap the other calls;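 note: 0% = median of the plate's neutral control wells and 100% = double that signal; a rise in the Bmi1 reporter signal indicates esBAF inhibition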
* = called active by the depositor; ? = inconclusive; . = no result given; [ ] = another dose, or the depositor's remark.

1) COc1ccc(CN(C)C[C@@H]2Oc3c(NC(=O)C4CCCCC4)cccc3C(=O)N([C@@H](C)CO)C[C@H]2C)cc1
2) C[C@@H]1CN([C@H](C)CO)C(=O)c2cc(NS(=O)(=O)c3ccc(Cl)cc3)ccc2O[C@@H]1CN(C)S(=O)(=O)c1cccs1
3) COCc1cc(/C=N\NC(=O)Cc2ccc(OC)cc2)ccc1OC
4) COc1ccc(CN2CCN(C(C)C)C(CCO)C2)cc1Cn1cccn1 (stereo not drawn)
5) COc1ccc(/C=C/c2cc(O)cc(OC3OC(CO)C(O)C(O)C3O)c2)cc1 (stereo not drawn)
Screen / compound no.	1	2	3	4	5
Cneo AK release	3	-1	-1	.	-9
C2C12 statin	6	4	.	.	-2
SIRT5 inh	2	3	0	0	1
ERp5 inh	0	-6	2	-7	-1
miR-122 sensor	54[16.7 µM]	15[16.7 µM]	-5	.	-1
ARNT-TACC3 inh	2	-3	4	-2	3
esBAF inh	1	-5	.	.	-34

6) Cc1ccc(C2=NOC(C)(c3nnc(Cc4ccccc4)o3)C2)cc1 (stereo not drawn)
7) O=C(Nc1ccc(F)cc1F)c1ccc(S(=O)(=O)N2CCCCC2)cc1
8) CCOC(=O)C1CCN(CC(=O)N2CCc3ccccc32)CC1
9) CN(C)CC(=O)N[C@H]1CC[C@@H](CCn2cc(CN(C)C)nn2)O[C@H]1CO
10) O=C(CC12CC3CC(CC(C3)C1)C2)N1CCOCC1
Screen / compound no.	6	7	8	9	10
Cneo AK release	-1	1	1	-2	1
C2C12 statin	-9	-3	.	1	115*
SIRT5 inh	0	2	-4	9	.
ERp5 inh	1	-1	-3	2	.
miR-122 sensor	.	-5	-5	.	-4
ARNT-TACC3 inh	-1	3	3	-30	-5
esBAF inh	-1	-1	.	-6	-2

11) N=c1oc2cc(O)ccc2cc1C(=O)Nc1ccc(Br)cc1
12) C/C(=N\NC(=O)C(N)=O)c1ccc(O)cc1O
13) O=C(NC(NC(=O)c1ccccc1)C(=O)c1ccccc1)c1ccccc1
14) N#Cc1cc2ccccc2nc1SCc1ccccn1
15) Cc1ccc(Cl)cc1NC(C#N)c1ccccc1 (stereo not drawn)
Screen / compound no.	11	12	13	14	15
Cneo AK release	-6	3	-12	-8	.
C2C12 statin	-17	0	17	?	.
SIRT5 inh	-9	-3	.	.	3
ERp5 inh	0	0	.	.	-1
miR-122 sensor	.	-5	6	1	.
ARNT-TACC3 inh	-6	25	-1	-4	4
esBAF inh	1	-5	2	-26	.

16) C[C@H](NC(=O)c1nc[nH]c1C(=O)N[C@@H](Cc1ccccc1)C(=O)OCc1ccccc1)C(=O)OC(C)(C)C
17) COc1ccc(C(=O)N(CC2CCCO2)C(C(=O)NC2CCCC2)c2ccc(Cl)cc2)cc1OC (stereo not drawn)
18) COC(c1ccccc1)c1nnc(CCC(=O)N(C)CCCC2CCCC2)o1 (stereo not drawn)
19) CCN(CC)CCN(C(=O)c1ccc2ccccc2c1)c1nc2ccc(F)cc2s1
20) COc1ccc(Cl)cc1C(=O)Nc1nc(C)cc(C)n1
Screen / compound no.	16	17	18	19	20
Cneo AK release	3	1	.	-7	-2
C2C12 statin	3	5	0	0	-3
SIRT5 inh	1	.	1	1	0
ERp5 inh	-2	.	-5	0	5
miR-122 sensor	.	9	-3	0	2
ARNT-TACC3 inh	.	-7	-2	1	1
esBAF inh	-2	8	29	-1	-4

Profiles as entered above. Order of values: Cneo AK release | C2C12 statin | SIRT5 inh | ERp5 inh | miR-122 sensor | ARNT-TACC3 inh | esBAF inh
C[C@H](NC(=O)c1nc[nH]c1C(=O)N[C@@H](Cc1ccccc1)C(=O)OCc1ccccc1)C(=O)OC(C)(C)C across the screens: 3 | 3 | 1 | -2 | . | . | -2
COc1ccc(Cl)cc1C(=O)Nc1nc(C)cc(C)n1 across the screens: -2 | -3 | 0 | 5 | 2 | 1 | -4
CCN(CC)CCN(C(=O)c1ccc2ccccc2c1)c1nc2ccc(F)cc2s1 across the screens: -7 | 0 | 1 | 0 | 0 | 1 | -1
COC(c1ccccc1)c1nnc(CCC(=O)N(C)CCCC2CCCC2)o1 (stereo not drawn) across the screens: . | 0 | 1 | -5 | -3 | -2 | 29
COc1ccc(C(=O)N(CC2CCCO2)C(C(=O)NC2CCCC2)c2ccc(Cl)cc2)cc1OC (stereo not drawn) across the screens: 1 | 5 | . | . | 9 | -7 | 8

(list continues)
21) N/C(=N\OC(=O)c1ccc(=O)n(Cc2ccccc2)c1)c1ccccn1
22) COc1ccccc1CC(=O)NC12CC3CC(CC(C3)C1)C2
23) COc1ccccc1C(=O)N(C)c1nnc(-c2ccccc2)s1
24) C[C@@H](NC(=O)C[C@@H]1C[C@H]2c3cc(NC(=O)CN(C)C)ccc3O[C@H]2[C@@H](CO)O1)c1ccccc1
25) CC(=O)N(C)C[C@@H]1Oc2ncc(C#CCc3ccccc3)cc2C(=O)N([C@@H](C)CO)C[C@@H]1C
Screen / compound no.	21	22	23	24	25
Cneo AK release	-4	2	2	-1	3
C2C12 statin	1	7	-2	-1	-5
SIRT5 inh	0	4	-3	0	0
ERp5 inh	7	1	3	-1	0
miR-122 sensor	-4	.	-5	-2[16.7 µM]	-4[16.7 µM]
ARNT-TACC3 inh	-17	-5	1	-2	8
esBAF inh	13	5	49*	5	4

Shown as a hit in esBAF inh, of those listed so far:
no. | molecule | SIRT5 inh | ERp5 inh | miR-122 sensor | ARNT-TACC3 inh | esBAF inh
23 | COc1ccccc1C(=O)N(C)c1nnc(-c2ccccc2)s1 | -3 | 3 | -5 | 1 | 49*

Next entries.
Every second line gives: Cneo AK release, C2C12 statin, SIRT5 inh, ERp5 inh, miR-122 sensor, ARNT-TACC3 inh, esBAF inh
#26 COc1cc(/C=C/C(=O)NCc2cccnc2)cc(OC)c1OC
    0, -4, ., ., -3, -1, -6
#27 O=C(O)C1(Nc2ccc(Cl)cc2)CCCC1
    4, 5, ., 11, -4, -30, -4
#28 O=C(O)c1ccc(Cl)cc1NC(=O)C1CCCO1 (stereo not drawn)
    1, 8, ., ., -7, -19, -7
#29 O=C1N2CCCc3cccc(c32)C12Nc1ccccc1S2 (stereo not drawn)
    9, 152*, ., ., 13, 4, 1
#30 CNC(=O)CSc1nc(-c2ccccc2)c(-c2ccccc2)o1
    -1, -4, 0, 7, ., 0, -7
#31 CCc1ccc(CC)c(S(=O)(=O)Nc2ccc(O)c(C(=O)O)c2)c1
    4, -11, ., ., -2, 3, -4
#32 C[C@@H]1CCCCO[C@@H](CN(C)C(=O)c2ccccc2)[C@H](C)CN([C@@H](C)CO)C(=O)c2cc(NC(=O)c3ccccc3)ccc2O1
    -1, ., -3, 1, -7[16.7 µM], -4, .
#33 CCCCCCOc1ccc(-c2ccc(C#N)cn2)cc1
    -1, -4, ., ., -4, -24, -5
#34 Nc1csnc1C(=O)O
    -1, ., ., ., 0, 46*, 11
#35 COCCCNC(=O)CSc1nc2cc(S(=O)(=O)N3CCCCC3)ccc2o1
    ., 1, -2, 0, ., 4, -2
#36 O=C(c1cccnc1)N1CCc2ccccc21
    -2, 3, ., ., -2, 4, 1
#37 Cc1ccc(C)c(NC(=O)CSc2nnc(NC(=O)C3CC3)s2)c1
    -1, 5, 0, 1, 3, -3, 4
#38 Cc1ccc2c(c1)C(=C(C#N)C#N)CCN2
    ., ., 2, -1, ., 3, .
#39 N#C[C@@H]1[C@@H](c2ccc(C#CC3CCCCC3)cc2)[C@H](CO)N1C(=O)c1cccc(F)c1
    0, -24, -1, 0, ., ., -1
#40 CC(C)CC#Cc1ccc2c(c1)O[C@@H](CN(C)C(=O)c1ccncc1)[C@@H](C)CN([C@H](C)CO)S2(=O)=O
    -3, 50, 1, -1, 6[16.7 µM], 2, 2
#41 COc1ccc(NC(=O)C2(C)CCCN2C(=O)C(C)C)cc1OC (stereo not drawn)
    3, 1, ., 1, -5, ., -1
#42 COc1ccc(Cc2noc(CN(C)CCN3CCc4ccccc4C3)n2)cc1OC
    -3, -1, 0, -1, 6, 1, 6
#43 O=C(CSc1n[nH]c(-c2ccncc2)n1)Nc1ccc(Br)cc1
    2, 15, -3, 3, ., -4, -3
#44 Cc1c(F)cccc1NC(=O)CCC(=O)O
    0, 1, ., ., 1, -6, -2
#45 Cc1nc2ccccc2cc1C(=O)N(C)Cc1ccccc1
    1, 12, -2, -1, 3, -3, 3
#46 COc1ccccc1N1CCN(C(=O)c2oc3cc(C)c(C)cc3c2C)CC1
    1, ., ., ., -2, -1, 10
#47 COc1ccc(NC(=O)Cn2cc(C(C)=O)c3ccccc32)cc1
    0, 8, -3, 2, ., 0, 9
#48 O=C(NCC1CCCO1)C(=O)N/N=C/c1cccc(Cl)c1 (stereo not drawn)
    2, 10, -5, 4, 1, -9, 3
#49 CC1CN(S(=O)(=O)c2cccc(C(F)(F)F)c2)C(C)N1C(=O)N1CCOCC1 (stereo not drawn)
    2, -11, -3, 0, -7, 0, -1
#50 C=CCn1cc(C(=O)N2CCN(c3ccccc3)CC2)c(=O)c2cc(S(=O)(=O)N3CCCC3)ccc21
    1, 1, 1, 3, 6, 32, -1
#51 CC(C)(C)C1CCC(=NNC(=O)C(=O)NCc2ccco2)CC1 (stereo not drawn)
    ., ., -1, -9, ., 27, .
#52 CCc1ccc(CNCc2ccc(OCC(O)CN(C)Cc3ccccc3)cc2)nc1 (stereo not drawn)
    4, -185, -3, -2, -29, 27, -45
#53 COc1ccc(NC(=O)c2cc(C3CCCCN3C(=O)OCCF)on2)c(C)c1 (stereo not drawn)
    1, 2, -1, 0, 1, ., -8
#54 COc1ccc(-n2c(CN3CCN(Cc4ccccc4)CC3)nc3ccc([N+](=O)[O-])cc3c2=O)c(OC)c1
    2, ., 35*, 1, -1, 1, .
#55 CCOC(=O)[C@@H]1[C@H]2COc3cc(OC)ccc3[C@@H]2N2C(=O)N(c3ccccc3)C(=O)[C@@]12C
    1, 8, ., -3, -4, 0, -2
#56 Cc1ccccc1-c1nc(S(=O)(=O)c2ccccc2)c(NCCCN2CCOCC2)o1
    2, -6, -4, 6, 0, -9, 3
#57 Cc1cc(C)cc(NC(=O)CN2CCC(NC(=O)c3cccc(F)c3)CC2)c1
    17, -23, 0, 4, -5, 7, -3
#58 Cc1cccc(C)c1NC(=O)N1CCCC1C(=O)Nc1ccc(-n2cnnn2)cc1 (stereo not drawn)
    -2, -4, -5, 1, 4, 6, -3
#59 CCCC(=O)Nc1ccc2c(c1)OC[C@@H](C)N(C(=O)c1ccccc1F)C[C@@H](C)[C@H](OC)CN(C)C2=O
    ., -7, ., ., 13[16.7 µM], ., 6
#60 O=C(C[C@H]1CC[C@@H]2[C@H](COC[C@@H](O)CN2C(=O)c2cccnc2)O1)Nc1ccc(-c2ccccc2)cc1
    -4, -11, ., ., 11[16.7 µM], 7, 0
#61 CC(=O)c1ccc(N2CCN(C(=O)c3cccs3)CC2)c(F)c1
    0, -10, -1, 3, -7, -2, 20
#62 CCOC(=O)CNC(=O)Nc1cc(C(C)(C)C)nn1-c1ccccc1
    1, 7, ., ., 3, 4, -4
#63 O=c1oc(-c2ccccc2NS(=O)(=O)c2ccccc2)nc2ccccc12
    1, -1, ., ., 7, -16, -2
